Compound activity as filed in PubChem.
KDM4E inh: blocks human JMJD2E demethylase activity. hit rate 1.6% among 230,000. AID 2147. JMJD2E catalytic domain, FDH-coupled NADH fluorescence (FDH is formaldehyde dehydrogenase). Potency, µM (doses to about 57.1 µM), for the others: top-dose activity change, negative = inhibition, hits mostly inhibitors. B2RXH2; active means well fitted inhibition curve with a large enough effect, not every such curve was filed as active; inconclusive means small, poorly fitted or top-dose-only effect, or another doubt; inactive means no such curve, though single readings can be large or run the other way;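 further: 0% = wells with enzyme and -100% = buffer wells without enzyme; nearly all actives have a fitted effect of over 50% in size; many of its hits are not listed in these tables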
SMN2 splice enh: increases expression of the SMN2 splice variant; Potency, µM (titrated, usually from 46.1 µM), without a hit: at the highest dose activity change, positive = activation, most hits filed as activators; hit rate 2.8% among 210,000; HEK293 SMN2-luciferase splicing reporter, luminescence, 30-36 h; further: % of control where 0% means no effect; nearly all actives have a fitted effect of over 55% in size
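HEK293 cells carry an SMN2 minigene-luciferase reporter in which exon 7 inclusion puts luciferase in frame. Cells were seeded at 2000 cells/well, attached for 10-12 hours, then exposed to compounds for 30-36 hours at 37C before ONE-Glo luminescence.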
GLA spleen mod: inhibitors or activators of human alpha-galactosidase in spleen homogenate. P06280. human spleen homogenate, 4MU-alpha-Gal fluorescence, 40 min. Potency, µM (series often up to 80 µM), for the others: top-dose activity change, negative = inhibition, hits mostly inhibitors. hit rate 0.008% among 240,000;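 further: 0% = enzyme with vehicle and -100% = no enzyme basal signal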
Target sequence (P06280 32-429 limits assumed): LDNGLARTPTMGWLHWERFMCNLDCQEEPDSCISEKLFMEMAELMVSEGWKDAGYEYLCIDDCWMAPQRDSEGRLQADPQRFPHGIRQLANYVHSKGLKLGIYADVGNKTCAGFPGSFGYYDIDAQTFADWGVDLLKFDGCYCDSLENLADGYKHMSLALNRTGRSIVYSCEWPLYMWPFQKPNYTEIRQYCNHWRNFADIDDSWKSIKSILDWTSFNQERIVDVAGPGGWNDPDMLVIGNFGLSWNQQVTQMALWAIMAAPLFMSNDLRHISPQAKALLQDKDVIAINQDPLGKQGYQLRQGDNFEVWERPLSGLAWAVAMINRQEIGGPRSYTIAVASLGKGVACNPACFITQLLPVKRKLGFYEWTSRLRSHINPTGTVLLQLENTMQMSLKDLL
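Spleen homogenate 1 ug + cpd (titration) + 4-MU-alpha-D-galactopyranoside 1 mM; 37C 40 min; 50 mM citrate/phosphate pH 5.0, 0.01% Tween-20; stop pH 10; fluorescence 365/440; AC50 via Hill.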
GAA glycogen mod: inhibitors or activators of human alpha-glucosidase glycogen cleavage | P10253 | recombinant GAA, glycogen substrate, Amplex Red glucose oxidase fluorescence | Potency, µM (series often up to 76.4 µM), without a hit: top-dose activity change, negative = inhibition, most hits filed as inhibitors | hit rate 0.38% among 300,000 | AID 2100;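 further: 0% = full enzyme reaction and -100% = no-enzyme basal signal; the screen sought inhibitors and activators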
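Recombinant enzyme (4 nM final) with compounds titrated up to 77 uM and bovine liver glycogen (30 ug) in citrate pH 5.0, 0.01% Tween-20, 37 C 40 min. Released glucose detected by Amplex Red/glucose oxidase (Ex 573/Em 610); AC50 from Hill fits.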
GAA inh: alpha-glucosidase (human) inhibition; AID 1466; purified human GAA, 4-MU-alpha-glucoside fluorescence; hit rate 0.005% among 200,000; P10253; Potency, µM (highest dose often 76.9 µM), for inactives: at the highest dose activity change, negative = inhibition, hits mostly inhibitors;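 further: plate controls were uninhibited enzyme wells for no effect and no-enzyme background for full effect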
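Human alpha-glucosidase, 4 nM, pre-mixed with test compounds before 400 uM 4-methylumbelliferyl substrate; 20 min room temperature at pH 5.0. Fluorescence read after pH 10 stop; AC50 values from Hill-equation fits.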
aGlu spleen mod: inhibits or activates alpha-glucosidase in human spleen homogenate; P10253; human spleen homogenate, 4-MU-alpha-glucoside fluorescence; Potency, µM (series often up to 79.9 µM), for inactives: at the highest dose activity change, negative = inhibition, most hits filed as inhibitors; hit rate 0.006% among 240,000; AID 2112;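 further: 0% = enzyme with vehicle and -100% = no enzyme basal signal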
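Human spleen homogenate (1 ug) incubated with compounds and 1 mM 4-methylumbelliferyl-alpha-D-glucopyranoside in pH 5.0 citrate/phosphate buffer, 37 C, 40 min. Stopped at pH 10; 4-MU fluorescence (Ex 365/Em 440 nm); AC50 by Hill fit.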
RGS12 GoLoco inh: blocks human Gai1 binding to RGS12 GoLoco peptide, red readout. P63096. Gai1:RGS12 GoLoco peptide FP, rhodamine, 10 min. Potency, µM (doses to about 61.6 µM), without a hit: at the top dose activity, negative = inhibition, hits mostly inhibitors. hit rate 0.44% among 230,000. AID 880; active means well fitted inhibition curve with a large enough effect, not every such curve was filed as active; inactive means no such curve, though single readings can be large or run the other way; further: on the % scale 0 is the no-effect control and ±100 the full control effect; nearly all actives have a fitted effect of over 30% in size; many of its hits are not listed in these tables
ALDH1A1 block: blocks purified human ALDH1A1 activity; AID 1030; Purified ALDH1A1, NADH fluorescence, propionaldehyde substrate; P00352; Potency, µM (doses to about 75.3 µM), for the others: top-dose activity, negative = inhibition, hits mostly inhibitors; hit rate 7.3% among 220,000; active means well fitted inhibition curve with a large enough effect, not every such curve was filed as active; inconclusive means small, poorly fitted or top-dose-only effect, or another doubt; inactive means no such curve, though single readings can be large or run the other way;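 further: plate controls were no enzyme wells and a reference inhibitor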
Target sequence (P00352 whole entry, looked up): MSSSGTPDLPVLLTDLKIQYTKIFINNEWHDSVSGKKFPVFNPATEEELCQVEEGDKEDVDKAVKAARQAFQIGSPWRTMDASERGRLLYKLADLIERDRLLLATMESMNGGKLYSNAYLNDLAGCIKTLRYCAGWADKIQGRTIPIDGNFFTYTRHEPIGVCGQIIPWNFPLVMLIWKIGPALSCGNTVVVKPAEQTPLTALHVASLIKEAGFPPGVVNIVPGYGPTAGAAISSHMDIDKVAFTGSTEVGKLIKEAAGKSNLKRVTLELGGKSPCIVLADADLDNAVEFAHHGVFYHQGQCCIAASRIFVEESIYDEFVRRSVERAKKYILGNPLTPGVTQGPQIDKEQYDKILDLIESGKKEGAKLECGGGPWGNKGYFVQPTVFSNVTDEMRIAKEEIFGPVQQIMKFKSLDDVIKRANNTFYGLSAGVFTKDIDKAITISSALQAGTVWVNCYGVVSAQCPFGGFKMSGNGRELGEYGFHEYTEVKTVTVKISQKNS
* = called active by the depositor; ? = inconclusive; / = no result given; [ ] = remark or other dose. Unless noted, the call rests on the fitted dose curve; in most records, active means well fitted curve in the direction sought with a large enough effect; inconclusive means small, poorly fitted or top-dose-only effect, or another doubt; inactive means no such curve, though single readings can be large; an effect the other way counts as inactive or inconclusive. Potency means the concentration at half of the fitted maximal effect. An excerpt. The share of hits here may be higher or lower than overall.

SMILES | KDM4E inh | SMN2 splice enh | GLA spleen mod | GAA glycogen mod | GAA inh | aGlu spleen mod | RGS12 GoLoco inh | ALDH1A1 block
CCc1nc2c(nnn2Cc2ccc(F)cc2)c(=O)[nH]1 | -2.3% | -5.0% | -4.5% | -8.1% | -9.8% | 1.9% | 16.4% | -8.2%
Cc1ccc(C(=O)N2CCN(S(=O)(=O)c3ccc(C)c([N+](=O)[O-])c3)C2)cc1 | 2.8% | -1.3% | 7.0% | -7.5% | 3.4% | 0.2% | 9.4% | -8.0%
Cn1c(=O)c2c(nc(NCCCO)n2CCc2ccccc2)n(C)c1=O | 3.1% | -35.5%[inhibitor] | -0.8% | -16.7% | 2.7% | -0.4% | 14.3% | -2.5%
Cc1cc(NS(=O)(=O)c2ccc(NC(=O)COc3ccccc3Cl)cc2)no1 | 11.0% | 17.5% | 3.2% | -7.1% | -7.3% | -1.0% | 8.0% | 6.7%
Cc1nn(C)c(C)c1CN(C)C(=O)c1cc2n(n1)C(C(F)(F)F)CC(c1cccs1)N2 (stereo not given) | 7.6% | -43.4%[inhibitor] | -3.1% | 2.8% | ? | -10.2% | -2.4% | 8.3%
O=S1(=O)[C@H]2C[C@@H]3CC[C@]2(CN1Cc1cccc(F)c1)O3 | -0.6% | / | 3.3% | 7.5% | / | -8.7% | 2.4% | /
Cc1ccc(NC(=O)COC(=O)c2ccccc2-c2nc3ccccc3s2)c(C)c1 | -5.3% | 17.3% | -0.4% | -2.0% | -3.3% | -1.1% | 3.3% | 0.4%
NNc1nc2c(F)cc(F)cc2s1 | 0.3% | -3.8% | -0.1% | 7.4% | 1.3% | 3.2% | -1.4% | ?
O=C(Cn1cnc2c(nnn2Cc2ccc(F)cc2)c1=O)Nc1ccccc1 | 4.6% | / | -20.0% | -0.7% | / | -12.4% | 6.3% | /
CCCCCC(=O)Nc1cccc(C2=NOC3(C2)C[C@H](C(N)=O)N(C(=O)[C@H]2CCC(=O)N2)C3)c1 (stereo not given in full) | -0.2% | / | -0.6% | -0.1% | / | -1.7% | 6.4% | /
CC(C)(O)C#Cc1ccc([C@@H]2C[C@H]3CN(c4ccccc4)C(=O)[C@]34CCCN24)s1 | -29.0% | ? | -1.9% | 25.4% | 8.3% | 1.5% | 45.1%[activator] | -3.1%
CC(OC(=O)CCc1nc2ccccc2[nH]c1=O)c1ccccc1 (stereo not given) | ? | 7.9% | -1.1% | 16.3% | -9.8% | -0.4% | -0.9% | -13.8%
CCC(C(=O)Nc1ccccc1)c1ccccc1 (stereo not given) | -6.8% | -5.1% | 5.7% | -1.0% | 4.9% | 7.7% | 4.0% | 3.2%
CC1(C)C(=O)OC(c2ccccc2)C(C)(C)C1=O (stereo not given) | -5.1% | / | 4.8% | 4.8% | / | 2.9% | 0.9% | /
CC(C)(C)c1cc(-c2n[nH]c(=S)n2-c2ccc(Cl)cc2)n[nH]1 | -10.2% | / | -4.4% | -13.2% | / | -2.9% | 0.3% | /
COc1ccc(CC2(C)OC(c3ccncc3)=NN2C(C)=O)cc1 (stereo not given) | -17.9% | / | 1.2% | -12.5% | -3.0% | 5.1% | 4.9% | 9.7%
Cc1cc(NC(=O)CSc2nc3c(sc4ccccc43)c(=O)n2CCc2ccccc2)n[nH]1 | -25.7% | 26.6% | 3.5% | 9.1% | 0.5% | 3.0% | -0.1% | 7.1%
O=C(CSc1ncnc2scc(-c3ccccc3)c12)N1CCN(c2ccccc2F)CC1 | -20.6% | -11.4%[1.84 µM] | 3.7% | -6.3% | -6.6% | 0.0% | 22.6% | -14.7%
CCC1CCCCN1CCCn1c(=S)[nH]c2ccccc2c1=O (stereo not given) | -6.2% | 21.0% | 5.0% | 9.6% | -0.3% | 7.7% | 8.3% | -13.0%
Cc1ccc(N2C(=O)CC(Sc3nc4ccccc4o3)C2=O)cc1Cl (stereo not given) | 1.9% | -27.2% | -3.2% | 9.5% | -5.2% | -13.4% | 16.4% | 1.41µM*

Overlap with the part before: two compounds, followed by the next part.
SMILES | KDM4E inh | SMN2 splice enh | GLA spleen mod | GAA glycogen mod | GAA inh | aGlu spleen mod | RGS12 GoLoco inh | ALDH1A1 block
CCC1CCCCN1CCCn1c(=S)[nH]c2ccccc2c1=O (stereo not given) | -6.2% | 21.0% | 5.0% | 9.6% | -0.3% | 7.7% | 8.3% | -13.0%
Cc1ccc(N2C(=O)CC(Sc3nc4ccccc4o3)C2=O)cc1Cl (stereo not given) | 1.9% | -27.2% | -3.2% | 9.5% | -5.2% | -13.4% | 16.4% | 1.41µM*
CC(=O)c1cc(-c2ccc(F)cc2)n(CCC(=O)NC(C)(C)C)c1C | 7.1% | 0.5% | 1.6% | 2.6% | -11.3% | / | -4.9% | 14.1%
CN(C)c1ccc(N=Cc2ccco2)cc1 | 7.8% | -25.3% | 8.0% | ? | 3.1% | 9.3% | -2.1% | 5.01µM*
O=c1[nH]c(C2CCCCC2)nc2ccccc12 | 6.2% | -7.3% | 0.3% | -3.8% | -4.0% | -1.0% | 6.6% | 1.5%
O=C(Cc1ccccc1)Nc1cccc(N2CCCC2)c1 | ? | 10.1% | 1.0% | -29.3% | -2.0% | -7.5% | 24.2% | 14.1µM*
CC(=O)c1c(C)[nH]c(C(=O)OCC(=O)Nc2ccccc2Cl)c1C | -3.7% | / | -5.6% | 2.4% | 10.4% | 0.3% | -0.9% | 11.1%
Cc1ccc2oc(Nc3nc(C)cc(C)n3)nc2c1 | 3.0% | 4.2% | -9.1% | -7.7% | -8.5% | -1.5% | 1.5% | -4.2%
Cn1cc(Cl)nc1C(O)c1ccccc1 (stereo not given) | 2.7% | -3.2% | -0.1% | -6.4% | -6.0% | 5.3% | 2.7% | 23.8%
Cc1cc2ccccn2c1C(=O)c1cc([N+](=O)[O-])cc([N+](=O)[O-])c1 | -6.9% | -9.0% | -12.0% | -1.5% | 2.7% | -1.8% | 4.0% | ?
O=Cc1ccc(Sc2ncccn2)o1 | -2.5% | 4.6% | 5.1% | 1.3% | -4.6% | 0.8% | 3.8% | -5.8%
CC(=O)Nc1ccc(NC(=O)c2cc(C)nn2-c2ccccc2)cc1 | 6.4% | 0.9% | 5.3% | 5.4% | 1.7% | 0.3% | -2.4% | 10.4%
CCOc1cc(/C=C2/SC(=S)N(C)C2=O)ccc1Oc1ccc([N+](=O)[O-])cc1[N+](=O)[O-] | -5.3% | -24.9% | 7.5% | -17.1% | 8.7% | 5.8% | 113.2%[activator] | 0.398µM*
Cc1ccc(C(=O)Nc2ccon2)cc1S(=O)(=O)N1CCCCCC1 | -3.8% | 0.1% | 9.9% | 4.9% | -1.4% | -0.3% | 26.7% | ?
COCC(=O)Nc1cc(C(=O)Nc2ccccc2)ccc1Cl | 1.7% | / | 5.1% | -8.6% | 2.2% | 0.8% | -11.8% | 3.0%
COc1ccccc1CC(=O)O/N=C(\N)c1cccc([N+](=O)[O-])c1 | -1.9% | -0.6% | -12.0% | 1.7% | 4.4% | 2.1% | -6.8% | -6.3%
CCCc1nc2sc(C(=O)OCC)c(N)c2c2c1COC(C)(C)C2 | ? | -24.0% | 0.9% | 7.6% | ? | 4.8% | -0.6% | ?
CCC1CCCCN1S(=O)(=O)c1ccc(NC(=O)c2cccs2)cc1 (stereo not given) | -10.8% | -24.5% | -0.6% | -17.2% | -5.9% | -1.6% | 3.1% | 15.1%
CCCc1nnc(NC(=O)CCCN2C(=O)c3ccccc3C2=O)s1 | 3.8% | -3.6% | 2.8% | -4.3% | 0.1% | 6.4% | 4.1% | 5.4%
Cc1ccccc1S(=O)(=O)c1cc(C#N)c(=O)[nH]c1N | ? | 8.8% | -15.2% | -3.8% | -6.3% | 3.9% | 26.9% | -7.1%
Cc1ccc(NC(=O)C/C(N)=N/OC(=O)c2ccccc2)cc1 | 8.9% | 5.0% | 7.1% | -3.8% | -3.3% | 3.0% | 6.6% | -2.6%
COc1ccc(S(=O)(=O)Nc2ccc(S(=O)(=O)N3CCCCC3)cc2)cc1OC | 2.1% | -11.1% | -9.7% | -0.3% | -11.9% | -9.5% | -2.3% | 0.562µM*
COC(=O)N1CC=CC1(C)C(=O)NCC1CC1 (stereo not given) | -3.4% | ? | -3.6% | / | / | -0.4% | -2.0% | -2.7%
CCC(=O)N1CCC(c2ccc(OC)cc2)=N1 | -0.6% | ? | 7.6% | 1.2% | 1.3% | -1.7% | 4.1% | ?
COc1cc2c(cc1NC(=O)c1ccc(C(C)(C)C)cc1)CCCC2 | 1.0% | ? | 0.6% | 31.5% | -0.4% | 1.3% | -15.1% | ?
COc1ccccc1OCCn1cc(C(=O)O)c2ccccc21 | -1.1% | / | 7.6% | 1.0% | -3.0% | 4.9% | -3.9% | 10.3%
CCOc1ccc(C(=O)Nc2c3c(nn2C(C)(C)C)CSC3)cc1OCC | 0.7% | -9.0% | 7.3% | -0.8% | -30.6% | -3.4% | 14.8% | 2.7%
CC(=C1C(=O)c2ccccc2C1=O)N1CCN(c2ccc(F)cc2)CC1 | ? | / | -7.9% | 2.0% | -4.3% | -5.5% | 53.3%[activator] | 17.8µM*
CC(C)(C)c1cc(-n2ccnc2)n2ncc(-c3ccc(Cl)cc3)c2n1 | 1.9% | ? | 2.9% | 12.6% | 1.2% | 3.0% | 3.8% | -0.3%
COc1ccccc1OCC(=O)NN=C(Cc1ccccc1)Cc1ccccc1 | -2.3% | -35.0% | 10.5% | -7.4% | 7.2% | 3.3% | -16.9% | -3.6%
O=C(N/N=C\c1ccc(-c2ccc([N+](=O)[O-])cc2)o1)c1ccc2c(c1)OCO2 | -2.8% | 13.1% | -6.3% | -2.1% | 7.3% | -6.2% | 29.6% | 5.4%
Cc1ccc(C)c(N(CC(=O)NC2CCCC2)C(=O)c2cc3cc4cccc(C)c4nc3s2)c1 | 7.6% | -10.3% | 6.7% | -2.4% | 4.4% | -5.7% | 11.5% | 7.3%
CCOC(=O)c1[nH]c2ccc(F)cc2c1NC(=O)CCN1CCOCC1 | ? | 6.3% | 0.4% | 0.6% | -4.5% | 2.8% | 5.5% | ?
